# Screens from PubChem BioAssay.
# D2 PAM = D2 dopamine receptor (human) potentiation | potentiation, % at 10 µM | P14416 | HEK293 T-REx D2, calcium flux, EC20 dopamine potentiation | 340,000 tested, 0.34% active | AID 485347;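 active means potentiation over 3 SD above the plate norm, cut at about 30% in these data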; further: 0% is about no effect
#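 Cells plated with tetracycline inducer and held overnight at 30 C; calcium dye loaded 30–90 min at room temperature; baseline taken, compound added and read 180 s; EC20 dopamine then added and read 180 s.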
# D1 ag = activates the human D1 dopamine receptor; P21728; HEK293 T-REx D1 cells, calcium flux, agonist mode; activation, % at 2 µM; 360,000 tested, 1% active; in the data active means activation above about 30%; further: 0% is about no effect
#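 Inducible HEK293 T-REx D1 cells, force-coupled to calcium signalling, were plated at 4000 cells/well with tetracycline and held overnight at 30 C. After no-wash calcium dye loading, compound-evoked calcium rise over 180 s flagged agonists.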
# GRP78 ERSR act = inducers of ER stress response in human glioma cells | U87-MG GRP78 promoter luciferase reporter, 16 h | Potency, µM, for inactives: at the top dose activation, most hits filed as activators | 420,000 tested, 0.02% active | AID 602332; further: potency means the concentration at half of the fitted maximal effect; series mostly up to about 76 µM; % of control where 0% means no effect; nearly all actives have a fitted effect of over 35% in size
#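 ERSR induction read as luciferase luminescence (Bright-Glo, 10 min at room temperature) in stably transfected human U87-MG glioma cells exposed to compounds for 16 h, using GRP78 as sensor.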
# Vif-APOBEC3G blk = blocks the Vif interaction with human APOBEC3G. HeLa A3G-eYFP + Vif (tagged APOBEC3G with the HIV-1 protein that degrades it), YFP fluorescence, overnight. AID 602310. Q9HC16. 410,000 tested, 0.076% active. Potency, µM (series often up to 46.1 µM), without a hit: top-dose activity, negative = active, usual class: inhibitors;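 further: potency means the concentration at half of the fitted maximal effect; on the % scale 0 is the no-effect control and ±100 the full control effect; nearly all actives have a fitted effect of over 60% in size; hits raise eYFP signal because A3G escapes Vif-driven loss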
#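 HeLa cells stably expressing Vif and C-terminally eYFP-tagged A3G, seeded overnight at 37 deg C, then exposed to compound by pintool overnight at 37 deg C. Rise in yellow fluorescence (Ex 488/Em 500-530, Acumen) marks blocked Vif-driven A3G degradation.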
# D1 antagonist = human D1 dopamine receptor antagonism; P21728; activity change, negative = inhibition, % at 10 µM; AID 504652; 360,000 tested, 3.2% active; HEK293 TREx D1 cells, calcium flux, dopamine EC80; active compounds read low; in the data active means activity change below about -30%; further: on the % scale 0 is the no-effect control and ±100 the full control effect
#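 Calcium flux readout: force-coupled, inducible Hek293 Trex D1 line, cells induced overnight at 30 C with tetracycline, dye-loaded 30–90 min at RT. Antagonism scored against EC80 dopamine challenge given 180 s after compound.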
# D1 potentiator = human D1 dopamine receptor positive modulation | HEK293 TREx D1 cells, calcium flux, dopamine EC20 potentiation | potentiation, % at 10 µM | 360,000 tested, 0.036% active; in the data active means potentiation above about 30%; further: 0% is about no effect
# RXFP1 ag = agonists of human relaxin receptor RXFP1. HEK293T-RXFP1 cAMP TR-FRET, 30 min; response scale: percent of porcine relaxin response, buffer zero. Potency, µM (highest dose often 57.5 µM), without a hit: top-dose activation, most hits filed as activators. 370,000 tested, 0.3% active. AID 2676; further: potency means the concentration at half of the fitted maximal effect; on the % scale 0 is the no-effect control and ±100 the full control effect; nearly all actives have a fitted effect of over 60% in size; many of its hits are not listed in these tables
# Target sequence (Q9HBX9 whole entry, looked up): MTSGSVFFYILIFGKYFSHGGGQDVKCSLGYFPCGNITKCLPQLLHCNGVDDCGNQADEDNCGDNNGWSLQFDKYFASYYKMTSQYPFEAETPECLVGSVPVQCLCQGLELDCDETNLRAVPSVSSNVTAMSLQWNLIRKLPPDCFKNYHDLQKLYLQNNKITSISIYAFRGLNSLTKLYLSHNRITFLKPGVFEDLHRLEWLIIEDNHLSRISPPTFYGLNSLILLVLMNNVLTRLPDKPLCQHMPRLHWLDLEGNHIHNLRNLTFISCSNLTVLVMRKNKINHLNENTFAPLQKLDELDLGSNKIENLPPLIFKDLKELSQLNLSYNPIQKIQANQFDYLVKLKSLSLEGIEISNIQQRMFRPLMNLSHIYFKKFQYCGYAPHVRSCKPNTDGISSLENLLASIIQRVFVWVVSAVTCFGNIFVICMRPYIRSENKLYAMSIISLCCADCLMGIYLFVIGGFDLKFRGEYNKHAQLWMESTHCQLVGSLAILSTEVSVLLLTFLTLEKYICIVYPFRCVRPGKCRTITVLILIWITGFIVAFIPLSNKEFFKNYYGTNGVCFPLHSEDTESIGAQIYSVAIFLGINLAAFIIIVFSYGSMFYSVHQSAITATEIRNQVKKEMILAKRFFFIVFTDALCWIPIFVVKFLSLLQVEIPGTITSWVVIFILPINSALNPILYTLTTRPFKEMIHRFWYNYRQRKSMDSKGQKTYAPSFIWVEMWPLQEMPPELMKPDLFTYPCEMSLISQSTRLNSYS
#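 HEK293T cells stably expressing RXFP1 were pretreated with the PDE4 inhibitor Ro 20174, exposed to compounds for 30 min at 37C, lysed, and cAMP was read by TR-FRET. Data normalized to buffer (basal) and 29 nM porcine relaxin (100%).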
# Vif-A3F inh = Vif-A3F binding inhibition; HeLa A3F-eYFP + Vif (tagged APOBEC3F with the HIV-1 protein that degrades it), YFP fluorescence increase; Potency, µM (titrated, usually from 46.1 µM), for the others: at the highest dose activity, negative = active; 390,000 tested, 0.2% active; AID 602313; further: potency means the concentration at half of the fitted maximal effect; % of control where 0% means no effect; nearly all actives have a fitted effect of over 65% in size
#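 HeLa cells stably expressing A3F-eYFP plus Vif, plated and incubated overnight at 37 deg C, then exposed to compounds overnight at 37 deg C. Blocked degradation read as raised yellow fluorescence (Ex 488/Em 500-530).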
# RXFP1 antag = blocks the human relaxin receptor RXFP1 | Q9HBX9 | HEK293-RXFP1, relaxin-stimulated cAMP HTRF, 30 min; active compounds read low | activity change, negative = inhibition, % at 57.5 µM | 350,000 tested, 0.59% active | AID 1259400;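 active means activity change of -60% or lower, but not beyond a set lower limit; inconclusive means change between -60% and -40%, or beyond the set limit; inactive means change above -40%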; further: on the % scale 0 is the no-effect control and ±100 the full control effect
# * marks the source's active call; other numbers are inactive results; ? = inconclusive; nt = not tested or not shown. Unless noted, the call rests on the fitted dose curve; in most records, active means well fitted curve in the direction sought with a large enough effect; inconclusive means small, poorly fitted or top-dose-only effect, or another doubt; inactive means no such curve, though single readings can be large; an effect the other way counts as inactive or inconclusive. The list is partial. The share of hits here may be higher or lower than overall.
No.	Structure	D2 PAM	D1 ag	GRP78 ERSR act	Vif-APOBEC3G blk	D1 antagonist	D1 potentiator	RXFP1 ag	Vif-A3F inh	RXFP1 antag
1	COc1ccc(CC(=O)NCCC(C)C)cc1S(=O)(=O)N1CCOCC1	11	5	-5%	0%	-6	4	0.9%	8%	-6
2	Cc1ccc(-n2nnc(-c3cccnc3Cl)n2)cc1	13	5	-1%	0%	-1	0	0.2%	4%	nt
3	CCN(CC)CCNC(=O)Cn1ncc2c([nH]c3ccccc32)c1=O	-7	1	-1%	2%	-1	0	0.7%	2%	-3
4	COc1ccc(C2=NO[C@@H]3C(=O)N(c4ccc5c(c4)OCCO5)C(=O)[C@H]23)cc1OC	nt	9	-9%	1%	-9	-5	0.6%	-3%	-6
5	C=CCN(c1ccccc1C(=O)O)S(=O)(=O)c1ccc(NC(=O)OC)cc1	-7	6	0%	1%	13	-3	6.3%	-9%	-7
6	Cc1ccc(C(c2nnnn2C2CCCC2)N2CCc3ccccc32)cc1 (centres undefined)	12	2	1%	1%	6	-6	-1.0%	-4%	-6
7	O=C(CCS(=O)(=O)c1ccc(Cl)cc1)OCC(=O)N1CCCCC1	-3	2	2%	1%	4	-5	2.4%	-9%	-2
8	CCC(=O)Nc1cccc(-c2cn3ccsc3n2)c1	-1	7	5%	0%	-6	-4	-0.5%	5%	-5
9	CC(=O)N1CCOc2cc(S(=O)(=O)NCc3ccccc3Cl)c(Cl)cc21	-29	0	-4%	4%	-20	-3	-0.3%	0%	-15
10	O=C(O)c1ccccc1C(=O)c1cccc2c(F)cccc12	nt	nt	0%	0%	nt	nt	nt	0%	1
11	CC1(CCc2ccccc2)NC(=O)N(CC(=O)Nc2ccc(OC(F)F)cc2)C1=O (centres undefined)	nt	nt	-1%	-6%	nt	nt	nt	7%	-2
12	Cc1cccc(NC(=S)N(CCN(C)C)C(C)c2ccco2)c1 (centres undefined)	-5	1	-4%	2%	3	-1	4.2%	-4%	-2
13	O=C(O)c1ccc(S(=O)(=O)Nc2ccc3c(c2)OCCO3)cc1	-5	4	-3%	3%	6	-6	2.1%	5%	9
14	Brc1ccc(CN2CCc3nc(Nc4ccccc4)ncc3C2)s1	10	2	0%	-1%	0	1	0.6%	2%	-27
15	CCOc1ccccc1NC(=O)c1cc(S(=O)(=O)N2CCOCC2)cn1C	-15	5	0%	7%	-10	-1	-0.3%	4%	7
16	O=C(CCc1c[nH]c2ccccc12)NCC1CCCO1 (centres undefined)	0	3	-5%	-4%	0	-7	0.0%	6%	-3
17	CSc1ccc(S(=O)(=O)NCC(=O)OCC(=O)NC2(C#N)CCCCC2)cc1[N+](=O)[O-]	-3	5	1%	0%	-3	-3	0.5%	8%	-12
18	Cc1cc(C(F)(F)F)c(C#N)c(N2CCOCC2)n1	6	0	1%	-1%	-13	8	-0.2%	-9%	-11
19	COc1ccc(NC(=O)CSc2nnc3scc(-c4ccc(Cl)cc4)n23)cc1	nt	4	nt	nt	-7	-3	8.3%	nt	0
20	CCOc1ccc(NC(=O)CN(C)C(=O)Cc2c(C)nc3ccccc3c2C)cc1OCC	5	-1	-5%	-6%	-3	-7	-0.2%	5%	4
21	Fc1ccc(CNC(=S)NC2CCCCCC2)cc1	-11	15	-2%	-3%	-36*	-6	3.2%	?	2
22	Nc1c(Cl)cc(Cl)cc1C(=O)OCC(=O)N1CCOCC1	-1	1	-2%	0%	5	5	12%	-6%	6
23	CCn1c(SCC(=O)Nc2nc(-c3ccc(C)cc3)cs2)nnc1-c1ccccc1O	2	0	-1%	-4%	7	-2	-2.4%	1%	-5
24	CCC(C)NC(=O)CSc1nnc(-c2ccc(OC)c(OC)c2)c(-c2ccc(OC)c(OC)c2)n1 (centres undefined)	-3	0	-4%	5%	10	1	9.9%	0%	3
25	CCC1CN(C(=O)Nc2cccc3c2CCCC3)c2ccccc2O1 (centres undefined)	3	2	-3%	-5%	0	4	1.7%	0%	?
26	COc1ccc(C(=O)C2CCCN(Cc3sc(N4CCCC4)nc3Cl)C2)c(OC)c1 (centres undefined)	-21	7	-2%	0%	-41*	-3	-3.5%	1%	-8
27	Cc1n[nH]c(C)c1S(=O)(=O)N1CCCC(C(=O)NC2CCCCC2)C1 (centres undefined)	5	1	-3%	2%	2	-3	0.5%	-1%	nt
28	CN(C(=O)C1CCCO1)c1nnc(-c2ccncc2)s1 (centres undefined)	13	2	-3%	0%	12	-3	0.0%	7%	-5
29	S=c1[nH]nc(COc2ccccc2)n1/N=C/c1ccc(Cl)cc1Cl	-16	1	-2%	2%	-18	-2	-0.8%	-5%	-28
30	O=C(CNCCc1ccc(F)cc1)Nc1cc(F)ccc1F	3	8	0%	-1%	8	5	5.5%	17%	6
31	CCC(=O)Nc1c2c(nn1-c1ccc(C)cc1C)CSC2	6	-1	-5%	0%	11	-1	1.9%	-5%	-7
32	C1CCCCCC2(CCCCC1)OCC(CN1CCOCC1)O2 (centres undefined)	-2	0	-1%	1%	7	4	25%	-2%	-6
33	Cn1c(=O)cc(C(=O)N/N=C/c2ccc(F)cc2)[nH]c1=O	-2	2	-2%	3%	-1	0	2.2%	0%	-14
34	CCOCCCNC(=O)c1ccc(-n2c(-c3ccccc3)cc3c2CCCCC3)cc1	4	8	-2%	-4%	-3	-3	-1.3%	9%	-14
35	COc1ccc(NC(=O)c2nn(C34CC5CC(CC(C5)C3)C4)cc2[N+](=O)[O-])cc1	11	0	-2%	1%	-2	5	0.7%	0%	nt
36	Cc1ccc(CN2CCc3nc(SCC(=O)Nc4cccc(C)c4C)[nH]c(=O)c3C2)cc1	11	2	1%	2%	-9	-3	-0.3%	-3%	-6
37	COc1cc(/C=C2/SC(=S)N(C)C2=O)ccc1OC(=O)c1ccco1	-6	23	2%	-2%	3	0	2.8%	?	3
38	CN1C(=O)c2ccccc2C(C(=O)O)C1c1cccc(F)c1 (centres undefined)	-8	2	-3%	1%	-6	0	0.1%	-4%	2
39	Cc1c(NC(=O)CN(C)CC(=O)Nc2ccc(F)c(F)c2F)c(=O)n(-c2ccccc2)n1C	nt	nt	-6%	0%	nt	nt	nt	3%	-5
40	Cc1cc(C)c2c(n1)nn1c(N3CCN(c4ccccc4C)CC3)cc(C)nc21	nt	nt	2%	-3%	nt	nt	nt	-7%	10
41	COc1ccc(C(=O)NCC(C)C)c(OC)c1	44*	-1	-3%	-1%	16	0	3.7%	0%	6
42	O=C(NCc1ccccc1)Nc1cccn(Cc2c(F)cccc2Cl)c1=O	0	2	-4%	-16%	-12	-1	0.0%	4%	0
43	CSCC(C)N1CCC(CCC(=O)NC2CC2)CC1 (centres undefined)	101*	0	-7%	-1%	-10	-4	0.8%	-4%	2
44	O=C(CCC1CCCCC1)NCc1ccc(F)cc1	13	5	2%	0%	-17	-3	1.5%	-9%	-2
45	CCN(CC)CCNC(=O)c1cc2c(=O)n(C)c3ccccc3c2s1	5	0	3%	8%	2	2	1.6%	?	-11
46	Cc1cc(C)c(NS(=O)(=O)c2ccccc2)c(C)c1	nt	nt	0%	0%	nt	nt	nt	-4%	3
47	N#Cc1c2n(c(=S)n(-c3ccccc3)c1=O)CCCCC2	-4	3	0%	0%	-4	-10	1.2%	-5%	-9
48	O=C(Nc1ccc(-c2nc3ccccc3o2)c(O)c1)c1ccccc1	-7	3	-2%	-1%	-3	1	1.9%	?	-3
49	CCCc1cc(=O)[nH]c(SCC(N)=O)n1	10	2	-2%	1%	3	-2	-0.3%	-3%	-1
50	COc1cc2c3c(c1OC)C1(C=CC(=O)C=C1)CC3N(C(=O)c1ccccc1)CC2 (centres undefined)	-9	7	-3%	-2%	-18	0	0.1%	1%	3

# (next part)
No.	Structure	D2 PAM	D1 ag	GRP78 ERSR act	Vif-APOBEC3G blk	D1 antagonist	D1 potentiator	RXFP1 ag	Vif-A3F inh	RXFP1 antag
51	COC(=O)c1ccccc1Oc1cnc2ccccc2n1	1	0	3%	-1%	-11	-10	-1.4%	-11%	-1
52	COc1cc(COc2ccc(S(=O)(=O)N3CCOCC3)cc2[N+](=O)[O-])ccc1OC(F)F	nt	nt	-1%	2%	nt	nt	nt	11%	-4
53	COc1ccc2cc(C(C)C(=O)Nc3cccc(S(=O)(=O)N(C)C)c3)ccc2c1 (centres undefined)	-3	2	-2%	1%	4	-4	-2.3%	10%	-9
54	Cc1c(-c2ncn[nH]2)sc(C#N)c1-c1ccccc1	nt	4	4%	-9%	-7	-7	4.8%	-19%	11
55	c1ccc(OCCCCN2CCOCC2)cc1	-3	3	-1%	0%	1	-4	1.9%	-5%	1
56	CC(C)Oc1ccc(CC(=O)NNC(=S)Nc2ccccc2)cc1	4	6	0%	2%	5	-7	-2.5%	2%	-8
57	COc1cc(Cl)c(C)cc1NC(=O)c1cnc2c(-c3cccc(C)c3)c(C)nn2c1C	7	0	-4%	1%	-5	-4	0.6%	4%	-13
58	Cc1nc(Nc2ccccc2Br)c2nnn(Cc3ccccc3)c2n1	0	2	-3%	4%	-27	-3	3.0%	1%	6
59	COc1ccc(CN2C(=O)C(CC(=O)NCCCCc3ccccc3)CC(C(=O)N(C(C)C)C(C)C)=C2C)cc1 (centres undefined)	nt	nt	-5%	-7%	nt	nt	nt	-1%	-10
60	COC(=O)c1ccc2nc(Nc3nc4ccc(F)cc4s3)sc2c1	4	6	-16%	?	-11	-2	4.2%	-19%	18
61	C[C@H](NC(=O)N1CCn2c1nc1ccccc12)C(=O)NC1CC1	-11	-2	4%	0%	-85*	-3	3.6%	4%	3
62	OCCNCc1ccc(OC2CCCC2)cc1	-7	11	1%	2%	-7	-1	-0.6%	-3%	7
63	NC(=O)COC(=O)c1c2c(nc3ccccc13)CCCCC2	nt	1	-3%	0%	-17	-3	0.8%	8%	-3
